GAA glycogen: alters human alpha-glucosidase cleavage of glycogen | recombinant GAA, glycogen substrate, Amplex Red glucose oxidase fluorescence | Potency, µM (highest dose often 76.4 µM), without a hit: at the highest dose activity change, negative = inhibition, most hits filed as inhibitors | actives 0.38% (n = 300,000);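 note: 0% = full enzyme reaction and -100% = no-enzyme basal signal; the screen sought inhibitors and activators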
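Recombinant enzyme (4 nM final) with compounds titrated up to 77 uM and bovine liver glycogen (30 ug) in citrate pH 5.0, 0.01% Tween-20, 37 C 40 min. Released glucose detected by Amplex Red/glucose oxidase (Ex 573/Em 610); AC50 from Hill fits.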
RECQ1 inh: RECQ1 (human) helicase inhibition; P46063; RECQ1 DNA unwinding, red fluorescence kinetic read; actives 0.54% (n = 240,000); Potency, µM (titrated, usually from 57.3 µM), without a hit: at the highest dose activity, negative = inhibition, most hits filed as inhibitors;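 note: plate controls were vehicle for no effect and no enzyme for full effect; nearly all actives have a fitted effect of over 30% in size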
Target sequence (P46063 whole entry, looked up): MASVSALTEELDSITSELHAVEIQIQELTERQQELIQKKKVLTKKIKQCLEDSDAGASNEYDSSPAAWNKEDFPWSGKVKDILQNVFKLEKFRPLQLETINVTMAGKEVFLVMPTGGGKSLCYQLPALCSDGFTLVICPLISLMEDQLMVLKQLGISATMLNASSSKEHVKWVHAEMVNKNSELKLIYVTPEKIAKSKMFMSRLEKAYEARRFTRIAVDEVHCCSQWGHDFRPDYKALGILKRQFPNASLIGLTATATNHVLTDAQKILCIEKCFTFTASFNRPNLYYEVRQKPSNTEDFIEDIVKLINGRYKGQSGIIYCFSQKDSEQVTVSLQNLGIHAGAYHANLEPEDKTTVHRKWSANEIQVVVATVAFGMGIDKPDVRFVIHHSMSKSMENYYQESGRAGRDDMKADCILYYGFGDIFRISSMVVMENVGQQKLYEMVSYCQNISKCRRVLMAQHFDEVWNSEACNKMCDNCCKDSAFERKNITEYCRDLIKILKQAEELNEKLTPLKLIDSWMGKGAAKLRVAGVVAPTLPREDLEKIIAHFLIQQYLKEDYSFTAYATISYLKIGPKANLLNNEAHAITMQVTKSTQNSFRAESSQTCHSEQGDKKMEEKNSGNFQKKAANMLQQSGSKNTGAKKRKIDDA
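RECQ1T1 50 nM; forked duplex (20 bp + 30-nt ss tails) 200 nM, ATP 2 mM final; pH 8.0, 2 mM MgCl2, 2.5 ug/ml poly(dI-dC); 15 min compound preincubation; discontinuous kinetic read over 2 h at RT.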
L3MBTL1 block: blocks human L3MBTL1; Q9Y468; AlphaScreen L3MBTL1–H3K9me1 peptide binding; Potency, µM (highest dose often 57.1 µM), inactives show at the highest dose activity, negative = inhibition, actives largely listed as inhibitors; actives 0.66% (n = 230,000); note: nearly all actives have a fitted effect of over 60% in size
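Displacement of a biotinylated histone H3(1-15) peptide monomethylated at Lys9 (75 nM) from L3MBTL1 (50 nM) was measured by AlphaScreen after a 30 min room-temperature compound incubation; cefsulodin titration served as intraplate control.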
GoLoco inh red: RGS12 GoLoco-Gai1 interaction inhibition; P63096; Gai1:RGS12 GoLoco peptide FP, rhodamine, 10 min; actives 0.44% (n = 230,000); Potency, µM (highest dose often 61.6 µM), without a hit: at the highest dose activity, negative = inhibition, actives largely listed as inhibitors; active = well fitted inhibition curve with a large enough effect, not every such curve was filed as active; inactive = no such curve, though single readings can be large or run the other way; note: nearly all actives have a fitted effect of over 30% in size; many of its hits are not listed in these tables
aGlu spleen mod: inhibits or activates alpha-glucosidase in human spleen homogenate; P10253; human spleen homogenate, 4-MU-alpha-glucoside fluorescence; Potency, µM (series often up to 79.9 µM), for inactives: at the highest dose activity change, negative = inhibition, most hits filed as inhibitors; actives 0.006% (n = 240,000); AID 2112;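 note: 0% = enzyme with vehicle and -100% = no enzyme basal signal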
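Human spleen homogenate (1 ug) incubated with compounds and 1 mM 4-methylumbelliferyl-alpha-D-glucopyranoside in pH 5.0 citrate/phosphate buffer, 37 C, 40 min. Stopped at pH 10; 4-MU fluorescence (Ex 365/Em 440 nm); AC50 by Hill fit.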
TRb SRC2 PPI: disrupts binding of human TR beta to SRC2; TRbeta-SRC2 peptide binding, fluorescence polarization; receptor liganded with 1 µM T3; Potency, µM (series often up to 106 µM), without a hit: at the highest dose activity change, negative = inhibition, hits mostly inhibitors; actives 0.065% (n = 280,000);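 note: plate controls were bound peptide for no effect and peptide without receptor for full effect; nearly all actives have a fitted effect of over 50% in size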
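Binding of a 20-amino-acid Texas Red SRC2 peptide (20 nM) to TRb ligand-binding domain (0.6 uM) with agonist T3 at 1 uM was followed by fluorescence polarization after a 5 hr room-temperature incubation.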
GAA inh: alpha-glucosidase (human) inhibition; P10253; purified human GAA, 4-MU-alpha-glucoside fluorescence; Potency, µM (titrated, usually from 76.9 µM), for the others: at the highest dose activity change, negative = inhibition, usual class: inhibitors; actives 0.005% (n = 200,000);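 note: plate controls were uninhibited enzyme wells for no effect and no-enzyme background for full effect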
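Human enzyme at 4 nM with 400 uM 4-methylumbelliferyl-alpha-D-pyranoside, citrate/phosphate buffer pH 5.0, 0.005% Tween-20, 20 min at room temperature. Compounds up to 77 uM. 4-MU fluorescence (Ex 365/Em 440) read after NaOH/glycine stop; AC50 from Hill fit.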
TexasRed fluor: alters Texas Red total fluorescence, flagging assay interference. TRb/SRC2 Texas Red total fluorescence interference. Potency, µM (top dose mostly 106 µM), without a hit: at the top dose fluorescence change, negative = quenching. actives 0.29% (n = 280,000). AID 1479; active = well fitted curve in either direction with a large enough effect; inconclusive = small, poorly fitted or top-dose-only effect
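Flags fluorescent or light-absorbing compounds by total fluorescence, S + 2P, at 555 nm excitation and 632 nm emission. Mixture: 20 nM Texas Red SRC2 peptide, 0.6 uM human TRb LBD, 1 uM T3, 5% DMSO; compound exposure 5 h at ambient temperature.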
An asterisk follows results filed as active; i = inactive; ? = inconclusive; · = not tested or not shown; & = joins results of further samples; [ ] = another dose, or the depositor's remark. Unless noted, calls come from the whole dose curve; as a rule, active = well fitted curve in the direction sought with a large enough effect; inconclusive = small, poorly fitted or top-dose-only effect, or another doubt; inactive = no such curve, though single readings can be large; an effect the other way counts as inactive or inconclusive. Unless noted, % is set by controls: 0 for no effect and ±100 for the full control effect; potency is the fitted concentration of half-maximal effect.

SMILES	GAA glycogen	RECQ1 inh	L3MBTL1 block	GoLoco inh red	aGlu spleen mod	TRb SRC2 PPI	GAA inh	TexasRed fluor
Cc1ccc(NC(=S)N2CCCCC2)cc1C	-3%	5%	-4%	4%	4%	8%	·	-5%
O=C(O)CC(CP(=O)(c1ccccc1)c1ccccc1)C(=O)O (stereo not drawn)	-14%	-8%	9%	5%	-2%	-5%	-4%	-3%
O=C(CCC(=O)Nc1ccccc1Cl)N/N=C/c1c[nH]c2ccccc12	4%	0%	-7%	3%	-4%	-6%	4%	1%
COc1ccc(C2=C(c3ccc([N+](=O)[O-])cc3)C(=O)OC2)cc1	-2%	i	·	15%	3%	-2%	-9%	1%
CCc1ccccc1N(CC(=O)N1CCN(c2ccccc2)CC1)S(C)(=O)=O	-3%	i	-2%	-3%	5%	2%	-1%	0%
Cc1ccc(Cl)cc1NC(=S)N(CCCN1CCN(C)CC1)Cc1cccs1	3%	i	-9%	3%	4%	9%	2%	-2%
O=CNCC(=O)NCCc1ccc(Cl)cc1	3%	2%	-5%	·	7%	-3%	1%	-1%
O=C(CSc1nnc(NC2CCCCC2)s1)NN1C(=O)NC2(CCCCC2)C1=O	-6%	-15%	9%	·	-1%	-1%	-5%	-5%
COCCCNc1oc(-c2cccs2)nc1S(=O)(=O)c1ccc(C)cc1	-24%	i	6%	8%	0%	-5%	-17%	-1%
c1ccc(Cn2nnc3c(NCC4CCCO4)ncnc32)cc1 (stereo not drawn)	4%	i	0%	4%	4%	5%	-10%	-3%
COc1ccc(NC(=O)c2sccc2C)cn1	-3%	0%	·	3%	14%	-7%	1%	-1%
O=C(O)CCN1/C(=C/C=Nc2ccccc2)Oc2ccccc21	-4%	i	0%	0%	-10%	3%	4%	7%
CCCN(CC1CCCO1)C(=O)CCc1nnc(-c2cc(C)on2)o1 (stereo not drawn)	-8%	i	9%	7%	7%	5%	4%	1%
COc1cccc(CNC(=O)CCC2CCCN(C(=O)c3ccc(OC)o3)C2)c1 (stereo not drawn)	-6%	-15%	16%	13%	-4%	-1%	1%	-3%
O=C(Nc1ccc(F)cc1)c1nsc(Cl)c1Cl	3%	-2%	9%[11.4 µM]	2%	-6%	2%	6%	-1%
COc1ccc(C2COC(=O)C2=N)c(NC(=O)c2ccc(Cl)cc2)c1 (stereo not drawn)	-3%	-4%	-6%	10%	-7%	-6%	-4%	1%
COC(=O)c1ccc(NC(=O)CSc2nnnn2C2CCCCC2)cc1	7%	i	-9%	4%	-2%	-3%	2%	-6%
O=c1cc(CSc2nc3ccccc3c(=O)[nH]2)c2ccc(O)cc2o1	3%	19%	-20%	20%	1%	-4%	-7%	-18%
CC(C)c1ccc(NC(=O)NN2CCOCC2)cc1	2%	-12%	·	0%	-2%	-1%	-3%	-3%
C=CCNc1nc(NCCN2CCOCC2)nc(N2CCOCC2)n1	0%	3%	·	5%	-6%	9%	-9%	-6%
O=C(Nc1ccccc1)C1CCCN1C(=O)NCc1ccccc1 (stereo not drawn)	19%	-9%	18%	-20%	-1%	-5%	4%	-3%
Cc1nn(CC(=O)Nc2ccncc2)c(C)c1[N+](=O)[O-]	1%	-1%	-2%	0%	-14%	0%	-12%	-1%
CCc1ccc2[nH]c(=O)c(CN(Cc3ccc4c(c3)OCO4)Cc3nnnn3C3CCCC3)cc2c1	-11%	-17%	-11%[11.4 µM]	-5%	-6%	4%	-9%	-6%
CCN(C(=O)COC(=O)c1cncc(Br)c1)C1CCS(=O)(=O)C1 (stereo not drawn)	-4%	5%	·	-3%	5%	2%	6%	-1%
CC(NC(=O)C1CCC1)c1ccc(Br)cc1 (stereo not drawn)	-6%	15%	11%	5%	3%	-3%	-2%	0%

The results go on:
SMILES	GAA glycogen	RECQ1 inh	L3MBTL1 block	GoLoco inh red	aGlu spleen mod	TRb SRC2 PPI	GAA inh	TexasRed fluor
CCOC(=O)C1(CCc2ccccc2)CCN(C(=O)CN2C(=O)CSC2=O)CC1	2%	i	9%	8%	-5%	0%	8%	-11%
Cc1ccccc1Oc1nc2c(C)cccn2c(=O)c1/C=C(\C#N)C(=O)Nc1c(C)n(C)n(-c2ccccc2)c1=O	3%	-6%	-8%	10%	-5%	-7%	2%	1%
CCCC(=O)Nc1ccc(Oc2ccc(NC(=O)CCC)cc2)cc1	5%	-12%	7%	3%	-2%	1%	1%	-2%
Cc1ccsc1C(=O)Nc1n[nH]c(C(F)(F)F)n1	-9%	-3%	13%	8%	1%	7%	·	0%
CCSc1nnc(NC(=O)C2CCCCC2C(=O)OCC(F)(F)C(F)F)s1 (stereo not drawn)	-6%	4%	-10%	-7%	8%	-26%	7%	-2%
O=C(CN(Cc1ccccc1)S(=O)(=O)c1ccc2c(c1)OCCO2)Nc1ccc2c(c1)OCCO2	5%	-6%	-1%	12%	14%	-25%	?	0%
Cc1ccccc1OCC(=O)NCC(=O)N/N=C/c1ccc(Br)o1	10%	-6%	-8%	13%	-3%	1%	2%	-2%
COc1ccc(CCN2C(=O)CS/C2=N\NC(=O)c2cccs2)cc1OC	21%	9%	2%	12%	-7%	7%[53 µM]	12%	-1%[53 µM]
CCCC(=O)Nc1ccc2c(c1)nc(CN1CCCCC1)n2C	-4%	i	0%	-6%	-4%	3%	-3%	-1%
COc1ccc(-n2c(=S)[nH]c3cc(C(=O)Nc4cccc(C)c4)ccc3c2=O)cc1	0%	-8%	6%	0%	-3%	0%	1%	?
c1csc(-c2nn3c(C4COc5ccccc5O4)nnc3s2)c1 (stereo not drawn)	-3%	0%	-11%	-7%	-7%	-12%	0%	-2%
CCSc1nc2ccccc2n1C(=O)c1ccc(S(=O)(=O)N2CCCCCC2)cc1	6%	0%	-2%	-7%	-7%	13%	4%	0%
C=CC(=O)NC1CC2CCC1(C)C2(C)C (stereo not drawn)	8%	-2%	4%	-3%	0%	5%	6%	-1%
CCOC(=O)N=S(N)(=O)c1ccccc1 (stereo not drawn)	7%	i	·	7%	1%	-10%	10%	0%
Cn1c(NN)nc2sc3c(c2c1=O)CC(C)(C)OC3	?	-3%	-14%	8%	-20%	-16%	2%	3%
CCOC(=O)c1nc(Nc2ccccc2C)c2ccccc2n1	-4%	-6%	·	7%	3%	6%&1%	-1%	-1%&-1%
Cc1cc(C)n(Cc2ccc(C(=O)O)o2)n1	2%	-4%	6%	-1%	1%	-8%	-3%	-2%
Cc1cc(C)n(Cc2ccc(C(=O)NCc3ccco3)o2)n1	4%	-1%	·	7%	-7%	-14%	-1%	-1%
CCc1ccc(/C=C2\Oc3cc(OS(C)(=O)=O)ccc3C2=O)cc1	-3%	-10%	-17%	-1%	-4%	6%	-6%	7%
C=CCc1c(C)nc(SC(C)C)[nH]c1=O	4%	-2%	?	9%	2%	-15%	0%	-1%
CCC(C(=O)OCn1nnc2ccccc2c1=O)c1ccccc1 (stereo not drawn)	-15%	i	·	2%	-3%	7%	-5%	0%
Cc1ccc2c(c1)N(CCC(=O)NCc1ccco1)C(=O)CO2	6%	-14%	-7%	-12%	-21%	-6%	-2%	-4%

Screening data: PubChem, National Center for Advancing Translational Sciences (NCATS)

The list is partial; the hit share may differ from the screen's.
